Screening data from PubChem.
NPYLR7 agonist: activates Aedes aegypti NPYLR7 receptor | hit rate 0.15% among 270,000 | activation, % at 10 µM | HEK293T NPYLR7/Galpha15, GCaMP6s calcium fluorescence; in the data active = activation above about 40%;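 note: 0% = vehicle and 100% = reference agonist at the receptor; some compounds past the cut are filed as inactive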
mcGAS inh: inhibitors of mouse cGAS. recombinant cGAS, Kinase-Glo ATP depletion luminescence. hit rate 0.15% among 160,000. inhibition, % at 12.5 µM. AID 1259399. Q8C6L5;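 note: 0% = negative control wells and 100% = reference inhibitor with no enzyme activity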
hcGAS lum: inhibitors of human cGAS | hit rate 0.081% among 290,000 | recombinant h-cGAS, ATP depletion, Kinase-Glo luminescence | inhibition, % at 12.5 µM | AID 1259398;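 note: 0% = vehicle reaction and 100% = reaction without DNA for no activity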
Target sequence (Q8N884 whole entry, looked up): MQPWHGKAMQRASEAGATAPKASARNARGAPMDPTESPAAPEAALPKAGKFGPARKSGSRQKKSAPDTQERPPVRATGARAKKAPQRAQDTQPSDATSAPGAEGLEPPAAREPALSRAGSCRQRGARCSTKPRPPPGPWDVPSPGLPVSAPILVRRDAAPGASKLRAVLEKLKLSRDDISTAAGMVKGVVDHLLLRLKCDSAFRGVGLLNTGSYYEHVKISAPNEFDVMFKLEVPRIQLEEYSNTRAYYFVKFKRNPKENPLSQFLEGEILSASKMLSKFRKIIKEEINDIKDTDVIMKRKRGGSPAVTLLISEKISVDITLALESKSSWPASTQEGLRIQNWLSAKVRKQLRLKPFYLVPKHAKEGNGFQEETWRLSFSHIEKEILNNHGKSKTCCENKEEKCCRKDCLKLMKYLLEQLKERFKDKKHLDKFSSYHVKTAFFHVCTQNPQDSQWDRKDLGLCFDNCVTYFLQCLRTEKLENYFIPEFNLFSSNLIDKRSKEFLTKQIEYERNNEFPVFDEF
An asterisk follows results filed as active; & = joins results of further samples. Cut-off read from the data, not from the text of the source, unless noted: active = inhibition above about 40%; inactive = the rest.

Results for CC(C)(C)Nc1c(-c2ccc(C(C)(C)C)cc2)nc2ccc(Cl)cn12 ?
NPYLR7 agonist: -3; mcGAS inh: -8; hcGAS lum: -8

How did Cc1ccc(-c2nc(C)c(C)c(N3CCN(S(=O)(=O)c4cccc(C(F)(F)F)c4)CC3)n2)cc1 do in these assays?
NPYLR7 agonist: 14; mcGAS inh: -6; hcGAS lum: -5

Results for COCCN(CC(=O)Nc1nc(CC(=O)NC(C)c2ccccc2)cs1)C(=O)c1ccc(OC)cc1 (centres undefined) ?
NPYLR7 agonist: -6; mcGAS inh: -3; hcGAS lum: -3

What do the screens show for `CC(=O)Nc1ccc(C(=O)N2CCOC(C(F)(F)F)C2)c(O)c1` (centres undefined)?
NPYLR7 agonist: -3; hcGAS lum: -4

Results for Cn1c(SCc2cc(=O)oc3cc(O)c(Cl)cc23)nnc1C(F)(F)F ?
NPYLR7 agonist: 3; hcGAS lum: -4

What do the screens show for `O=C(Nc1ccc(F)cc1)N1CCN(C(C(=O)N2CCCC2)C2CCCC2)CC1` (centres undefined)?
NPYLR7 agonist: -8; mcGAS inh: -3; hcGAS lum: -5

How did O=C(NCCc1ccccc1)c1cccc(OC2CCN(C3CCSCC3)CC2)c1 do in these assays?
NPYLR7 agonist: 15; hcGAS lum: -5

Results for Cc1ccc(CN2CCCn3cncc3C2)n1-c1cccnc1 ?
NPYLR7 agonist: -3; hcGAS lum: -2

How did CC(C)NC(=O)[C@@H]1C[C@@H](N)CN1C(=O)c1cnn2ccccc12 do in these assays?
NPYLR7 agonist: 0; hcGAS lum: 4

How did COc1ccc(NC(=O)Cn2cnc3c([nH]c4cc(OC)c(OC)cc43)c2=O)c(OC)c1 do in these assays?
mcGAS inh: -10; hcGAS lum: -7

How did CC1CCN(S(=O)(=O)c2ccc(-c3nc(C#N)c(NCc4cccnc4)o3)cc2)CC1 do in these assays?
NPYLR7 agonist: 1; mcGAS inh: -7; hcGAS lum: -9

How did CC(C)(C)OC(=O)NC1CCN(C(=O)c2cccnc2Oc2cccc(C(F)(F)F)c2)C1 (centres undefined) do in these assays?
NPYLR7 agonist: -6; mcGAS inh: -3; hcGAS lum: -8

How did CCCc1nc(N2CCCN(C(=O)Nc3ccc([N+](=O)[O-])cc3)CC2)c2c(C)nn(-c3ccccc3)c2n1 do in these assays?
mcGAS inh: -1; hcGAS lum: -1

What do the screens show for `CCNC(=O)c1cn(CC(C)C)cc(C(=O)NCc2ccccc2C)c1=O`?
NPYLR7 agonist: 13; mcGAS inh: -11; hcGAS lum: -7

What do the screens show for `CC(=O)Nc1ccc(NC(=O)c2cc3ccccc3oc2=O)cc1`?
NPYLR7 agonist: 1; mcGAS inh: -5; hcGAS lum: -4

What do the screens show for `CCOc1ccccc1CN(CC)Cc1cc(C)[nH]n1`?
NPYLR7 agonist: -2; mcGAS inh: -13; hcGAS lum: -9

How did Cc1nc2c(c(=O)c3ccccc3n2C)c(=O)n1CCc1ccccc1 do in these assays?
NPYLR7 agonist: 4; hcGAS lum: -4

Results for O=C(c1cc(NC(=O)C23CC4CC(CC(C4)C2)C3)ccc1N1CCC(Cc2ccccc2)CC1)N1CCCC1 ?
NPYLR7 agonist: 3; mcGAS inh: 0; hcGAS lum: 4

What do the screens show for `CC1(C)CCC(NC(=O)c2ccc(Cn3cncn3)cc2)c2ccccc21` (centres undefined)?
NPYLR7 agonist: 6; mcGAS inh: -16; hcGAS lum: -8

What do the screens show for `O=C1NCCN(Cc2cccs2)C1CC(=O)N1CCC(O)(c2ccccc2)CC1` (centres undefined)?
NPYLR7 agonist: 11; hcGAS lum: -3&-4

Results for CCOc1ccc(C(=O)NCCNc2ccc(Nc3cc(C)ccn3)nn2)cc1 ?
NPYLR7 agonist: 9; hcGAS lum: -5

Results for Brc1ccc(NC2=NCCCCC2)cc1 ?
NPYLR7 agonist: 1&2; hcGAS lum: 6&-5

Results for CCOc1c(CC)cnc2c1c(=O)n(CC(=O)NC1CCCCC1)c(=O)n2C ?
NPYLR7 agonist: 0; hcGAS lum: -7

How did Cn1cc(C(C[N+](=O)[O-])c2ccccc2)c2ccccc21 (centres undefined) do in these assays?
NPYLR7 agonist: 9; hcGAS lum: -3

How did Cc1ccc(CN(C)C(=O)C2CCN(S(=O)(=O)c3ccc4c(c3)CCCC4)CC2)o1 do in these assays?
NPYLR7 agonist: 0; hcGAS lum: 1

How did COC(=O)CN(c1ccc(C)cc1)S(=O)(=O)c1c(-c2ccccc2)csc1C(=O)OC do in these assays?
NPYLR7 agonist: 0; mcGAS inh: -8; hcGAS lum: -3

What do the screens show for `CCOc1ccccc1C(=O)NC1CC(=O)N(Cc2ccccc2Cl)C1` (centres undefined)?
NPYLR7 agonist: 5; hcGAS lum: -4

What do the screens show for `c1ccc2c(c1)sc1nnc(SCc3cn4ccccc4n3)n12`?
NPYLR7 agonist: 2; hcGAS lum: 1

Results for Cc1cc(C(=O)N2CCN(c3nc4ccc(F)cc4s3)CC2)on1 ?
NPYLR7 agonist: 11; mcGAS inh: -6; hcGAS lum: 0

What do the screens show for `c1cnc(-n2cnc3ccccc32)c(CNc2ncnc3c2CCC3)c1`?
NPYLR7 agonist: -1; hcGAS lum: -4

Three neighbouring records out of the list so far, for reference:
Results for CC(C)(C)Nc1c(-c2ccc(C(C)(C)C)cc2)nc2ccc(Cl)cn12 ?
NPYLR7 agonist: -3; mcGAS inh: -8; hcGAS lum: -8

How did Cc1ccc(-c2nc(C)c(C)c(N3CCN(S(=O)(=O)c4cccc(C(F)(F)F)c4)CC3)n2)cc1 do in these assays?
NPYLR7 agonist: 14; mcGAS inh: -6; hcGAS lum: -5

Results for COCCN(CC(=O)Nc1nc(CC(=O)NC(C)c2ccccc2)cs1)C(=O)c1ccc(OC)cc1 (centres undefined) ?
NPYLR7 agonist: -6; mcGAS inh: -3; hcGAS lum: -3

The results go on.
Results for O=c1ccc(Br)cn1Cc1nc2ccccc2c2ccccc12 ?
NPYLR7 agonist: 2; hcGAS lum: 3

How did CNC(=S)N1CCN(c2ccccn2)CC1 do in these assays?
NPYLR7 agonist: 5; hcGAS lum: -6

How did Cc1c(N=C2C=CC(=O)c3ccccc32)c(=O)n(-c2ccccc2)n1C do in these assays?
NPYLR7 agonist: -1; mcGAS inh: -9; hcGAS lum: -10

What do the screens show for `Cc1ccsc1[C@@H]1CCN(Cc2ccc3c(c2)CCO3)C[C@H]1O`?
NPYLR7 agonist: 4; mcGAS inh: -16; hcGAS lum: -5

Results for CSCc1ccc(C(=O)N2CCN(S(=O)(=O)c3ccc4c(c3)CCCC4)CC2)cc1 ?
NPYLR7 agonist: 0; hcGAS lum: -4

Results for CCC(C)Sc1nc2c(c(=O)[nH]c(=O)n2C)n1Cc1cccc(C)c1 (centres undefined) ?
mcGAS inh: -7; hcGAS lum: -9

How did CN1CCC(Cc2noc(-c3ccc(Cn4cnnn4)cc3)n2)CC1 do in these assays?
NPYLR7 agonist: -5; hcGAS lum: -2

Results for Cc1c(Cl)cccc1NC(=O)CSc1nnc(CCC(=O)O)c(=O)[nH]1 ?
NPYLR7 agonist: 16; hcGAS lum: -5

What do the screens show for `CC(Cn1cncn1)NCc1nncn1C1CCCCC1` (centres undefined)?
NPYLR7 agonist: 27; hcGAS lum: -6

What do the screens show for `Cc1cc(C=C(C#N)C(=O)OCC(=O)Nc2ccccc2OC(F)F)c(C)n1CCC(C)C`?
NPYLR7 agonist: 9; mcGAS inh: -6; hcGAS lum: -6

Results for CN(C(=O)c1ccc(=O)[nH]c1)C1CCCc2ccccc21 (centres undefined) ?
NPYLR7 agonist: 16; hcGAS lum: -9

What do the screens show for `COc1ncccc1C(=O)N1CC(c2ccncc2)C1`?
NPYLR7 agonist: 0; hcGAS lum: -7

How did Cc1cc(C)n(-c2cc(NCCNC(=O)C(C)Oc3ccccc3)ncn2)n1 (centres undefined) do in these assays?
NPYLR7 agonist: -5; mcGAS inh: -8; hcGAS lum: -4

How did CCC(NC(=O)NC(C)(C)C)C1c2cc(OC)c(OC)cc2CCN1Cc1ccccc1F (centres undefined) do in these assays?
NPYLR7 agonist: 5; mcGAS inh: -6; hcGAS lum: -3

What do the screens show for `COc1ccc2c(c1)CCc1cc(CCC(=O)NCCOc3ccccc3)n(CCc3cccc(F)c3)c1-2`?
NPYLR7 agonist: 22; mcGAS inh: -8; hcGAS lum: -7

What do the screens show for `O=C1CC(c2ccccc2)CC2=Nc3ccccc3NC(c3cccc(O)c3)C12` (centres undefined)?
NPYLR7 agonist: -10; mcGAS inh: -6; hcGAS lum: -8

Results for CCCCOc1ccccc1C(=O)N1CCN2C(=O)CN(C)C(=O)C2C1 (centres undefined) ?
NPYLR7 agonist: 7; hcGAS lum: -4

Results for NCc1nc(-c2ncccn2)no1 ?
NPYLR7 agonist: -3; hcGAS lum: -3

What do the screens show for `O=C(O)/C=C/C(=O)NC(c1ccccc1)c1ccccc1`?
NPYLR7 agonist: 0; hcGAS lum: -10

Results for Cc1cc(C(=O)N2CCN(Cc3cc(=O)c(OCc4ccc(-c5ccccc5C#N)cc4)co3)CC2)n(C)n1 ?
NPYLR7 agonist: 3; mcGAS inh: 2; hcGAS lum: 4

How did CN(C)C(=O)Oc1ccc[n+](C)c1 do in these assays?
NPYLR7 agonist: -5&-3&3&2; mcGAS inh: -3; hcGAS lum: 0&-4&-6&7

Results for CCn1c2ccccc2c2cc(Nc3cccc(-c4ccc(CNC(=O)OC(C)(C)C)cc4)n3)ccc21 ?
NPYLR7 agonist: -6; mcGAS inh: 2; hcGAS lum: 0

Results for CCCn1ccnc1-c1nccn1Cc1cccs1 ?
NPYLR7 agonist: -5; mcGAS inh: -11; hcGAS lum: -6

What do the screens show for `COc1c(C)cc(-c2ccc(CN)s2)cc1C`?
NPYLR7 agonist: 15; mcGAS inh: -11; hcGAS lum: 0

Results for CCc1noc(CN(C)C(C(=O)OC)c2cccc(C#N)c2)n1 (centres undefined) ?
NPYLR7 agonist: -1; hcGAS lum: -11

What do the screens show for `COc1ccccc1CN1CCC(C(=O)Nc2cccc(-c3cscn3)c2)CC1`?
NPYLR7 agonist: 0&-1; hcGAS lum: -8&-8

What do the screens show for `CN(Cc1ncc[nH]1)C(=O)[C@@H]1C[C@H]1c1ccccc1`?
NPYLR7 agonist: -3; hcGAS lum: 2

Results for CC(=O)c1ccccc1-c1ccc2ncnc(NCCO)c2c1 ?
NPYLR7 agonist: 1; mcGAS inh: -7; hcGAS lum: -2

How did OC[C@@H]1CCCN1c1ccn2nccc2n1 do in these assays?
NPYLR7 agonist: 3; hcGAS lum: -10

How did CN(CCCc1cnn(C)c1)C(=O)[C@@H]1CCCCN1 do in these assays?
NPYLR7 agonist: 23; hcGAS lum: -10

Pulled by compound from above, four records:
Results for Brc1ccc(NC2=NCCCCC2)cc1 ?
NPYLR7 agonist: 1&2; hcGAS lum: 6&-5

Results for Cc1ccc(CN2CCCn3cncc3C2)n1-c1cccnc1 ?
NPYLR7 agonist: -3; hcGAS lum: -2

Results for CSCc1ccc(C(=O)N2CCN(S(=O)(=O)c3ccc4c(c3)CCCC4)CC2)cc1 ?
NPYLR7 agonist: 0; hcGAS lum: -4

Results for Cc1cc(C(=O)N2CCN(Cc3cc(=O)c(OCc4ccc(-c5ccccc5C#N)cc4)co3)CC2)n(C)n1 ?
NPYLR7 agonist: 3; mcGAS inh: 2; hcGAS lum: 4

Next section:
How did CC1Oc2ccccc2C2CC(c3ccc(-c4ccccc4)cc3)=NN12 (centres undefined) do in these assays?
NPYLR7 agonist: 5; hcGAS lum: -3

How did O=C(c1cnn(-c2ccccc2)c1)N1CCN(S(=O)(=O)c2ccccc2C(F)(F)F)CC1 do in these assays?
NPYLR7 agonist: -3; mcGAS inh: -8; hcGAS lum: -5

Results for COc1cc(C(=O)OCCCN=C2NS(=O)(=O)c3ccccc32)cc(OC)c1OC ?
NPYLR7 agonist: 1; mcGAS inh: 1; hcGAS lum: 0

How did Cc1cccc(-n2c(SCc3nc(C(=O)N4CCN(c5cccc(Cl)c5)CC4)cs3)nnc2-c2cccs2)c1 do in these assays?
NPYLR7 agonist: 14; mcGAS inh: -6; hcGAS lum: -9

How did O=C(c1ccccc1-c1ccccc1)N1CC(c2ccncc2)C1 do in these assays?
NPYLR7 agonist: 5; hcGAS lum: -4

How did CCOc1cccc(-c2c(Nc3ccccc3)oc3c2c(=O)n(C)c(=O)n3C)c1 do in these assays?
NPYLR7 agonist: -6; mcGAS inh: -7; hcGAS lum: -5

What do the screens show for `COc1cc(CSc2nc(=O)n3cccc(C)c3n2)cc(OC)c1`?
NPYLR7 agonist: 0; hcGAS lum: -12

Results for CC(OC(=O)c1ccc(=O)n(Cc2ccccc2Cl)c1)C(=O)NC(C)(C)C (centres undefined) ?
NPYLR7 agonist: -2; hcGAS lum: -12

Results for Cc1ccc(-c2cnc(C(O)c3cc(C)cc(C)c3)[nH]2)cc1 (centres undefined) ?
NPYLR7 agonist: -2; hcGAS lum: -8

Results for CCOC(=O)CC1CCCCN1Cc1cc(=O)n2cc(Cl)ccc2n1 (centres undefined) ?
NPYLR7 agonist: 2; mcGAS inh: 1; hcGAS lum: -3

How did Cc1nc(C)c(Cc2ccccc2Cl)c(N2CCN(C(=O)c3cccc(Br)c3)CC2)n1 do in these assays?
mcGAS inh: 0; hcGAS lum: 0

How did COc1cc2c(cc1OC)C(CN)N(Cc1cccc(F)c1)CC2 (centres undefined) do in these assays?
NPYLR7 agonist: -2; mcGAS inh: -4; hcGAS lum: -2

Results for N[C@@H](CSCCCO)C(=O)O ?
NPYLR7 agonist: -3; mcGAS inh: -13; hcGAS lum: -7

How did Cc1ccccc1CC1(C(=O)O)CCCN(Cc2ccncc2)C1 (centres undefined) do in these assays?
NPYLR7 agonist: 5; mcGAS inh: -12; hcGAS lum: -6

Results for Cn1ccnc1SCC(=O)NC1C2CC3CC(C2)CC1C3 (centres undefined) ?
mcGAS inh: -5; hcGAS lum: -11

How did CC(NC(=O)c1ccc2c(c1)OCCO2)c1nnc2n1CCNCC2 (centres undefined) do in these assays?
NPYLR7 agonist: 2; mcGAS inh: -12; hcGAS lum: -5
